High-throughput results from PubChem.
OX1R antag-1: blocks the human orexin 1 receptor | O43613 | CHO/OX1R cells, Fluo-8 calcium fluorescence, orexin A | inhibition, % at 5 µM | 0.43% of 330,000 active | AID 434989;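 active = inhibition above its plate's threshold, mean inhibition of all tested compounds on the plate plus 3 SD, cut at about 37% in these data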;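 also: 0% = orexin A challenge wells and 100% = SB-334867-A antagonist wells; not every result past the cut was called active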
Target sequence (O43613 whole entry, looked up): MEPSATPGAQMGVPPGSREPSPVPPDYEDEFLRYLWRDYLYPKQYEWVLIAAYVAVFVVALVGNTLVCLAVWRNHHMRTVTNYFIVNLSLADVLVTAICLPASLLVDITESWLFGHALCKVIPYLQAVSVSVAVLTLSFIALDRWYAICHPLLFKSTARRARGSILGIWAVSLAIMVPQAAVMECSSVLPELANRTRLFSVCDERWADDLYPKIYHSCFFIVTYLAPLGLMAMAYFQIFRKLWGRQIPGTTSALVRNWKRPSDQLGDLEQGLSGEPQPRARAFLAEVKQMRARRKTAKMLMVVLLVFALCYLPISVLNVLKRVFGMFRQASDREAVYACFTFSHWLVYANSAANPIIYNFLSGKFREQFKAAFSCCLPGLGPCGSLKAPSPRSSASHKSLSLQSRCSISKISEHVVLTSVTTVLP
OX1R antag-2: OX1R (human) antagonism. O43613. OX1R-expressing cells, FRET antagonist read-out. inhibition, % at 6.6 µM. 1.8% of 330,000 active. AID 485270; in the data active = inhibition mostly above about 38%, no sharp cut-off; inactive = mostly below about 40%;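 also: 0% = agonist challenge alone and 100% = reference antagonist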
* hit, by the source's call.

SMILES | OX1R antag-1 | OX1R antag-2
CSc1ncccc1C(=O)NCc1ccc(C)cc1 | -6 | 13
CCC(CC)NC(=O)c1cc(S(=O)(=O)N2CCCCC2)ccc1N1CCOCC1 | -43 | 3
OCCC1CN(Cc2cnc(N3CCOCC3)s2)CCN1C1CCCC1 (centres undefined) | -24 | 6
O=S(=O)(Cc1cc(Cl)nc(-c2ccncc2)n1)c1ccccc1 | -24 | 21
O=C(NCC1CCCO1)c1cn(Cc2ccccc2)nc1-c1ccc(Cl)cc1 (centres undefined) | -31 | 7
CCOC(=O)c1c(NC(=O)CSc2ncnc3[nH]ncc23)sc2c1CCC(C)C2 (centres undefined) | 17 | 15
CCOc1ccccc1NC(=O)CSc1c(C)n[nH]c1C | -16 | 16
CCOc1ccc(S(=O)(=O)N2CCCCC2)cc1NC(=O)CN1CCCC1c1cccs1 (centres undefined) | 19 | -5
Cc1ccc(NC(=O)c2nc[nH]c2C(=O)NCc2ccccc2)cc1 | -19 | -3
CCCCN(C(=O)CSc1nnc(-c2ccccc2)n1C)c1c(N)n(Cc2ccccc2)c(=O)[nH]c1=O | 5 | 12
Cc1ccc(-c2noc(Cn3cc(S(=O)(=O)N4CCCC4)ccc3=O)n2)cc1 | -18 | 4
Cc1ccc(C2(C(F)(F)F)N=C3Sc4cc(C)cc(C)c4N3C(=O)N2)cc1 (centres undefined) | -20 | 22
CC(C)C[C@@H](CSc1ccc(Br)cc1)N1CCN(CCc2ccccc2)CCC1=O | -51 | 31
COc1ccccc1C(O)(C(=O)NN(C)c1ccccc1)c1ccccc1OC | 0 | 8
N#Cc1c(SCC(=O)O)nc(-c2ccccc2)c2c1CCCC2 | -13 | 19
CSC[C@H](NC(=O)Cc1c(C)c2cc3c(C)c(C)oc3cc2oc1=O)C(=O)N[C@@H](Cc1ccccc1)C(=O)O | 10 | 14
COc1ccc(C(=O)NNC(=O)c2snnc2C)cc1 | -5 | 5
Cc1cc(NC(=O)CSc2n[nH]c(-c3ccccc3Br)n2)no1 | -7 | 12
O=C(/C=C/c1ccccc1)c1ccc2c(c1)OCO2 | -14 | 6
O=C(c1ccc(NS(=O)(=O)c2cccs2)cc1)N1CCOCC1 | -7 | 5
CC(C)(C)OC(=O)N1CCN(C(=O)c2[nH]cnc2C(=O)NCc2ccccc2)CC1 | -2 | 1
Nc1ncnc(Nc2c(F)cccc2F)n1 | -15 | 2
Cc1ccc(NC(=O)CS(=O)CC(=O)N(c2ccccc2)C(C)C(=O)NC2CCCC2)cc1 (centres undefined) | -25 | 29
CSCCC(NC(=O)c1ccccc1Br)C(=O)NCC(C)(C)N1CCOCC1 (centres undefined) | -5 | 10
COC(=O)c1ccc2c(c1)c(C#Cc1ccccc1)c(-c1ccccc1)n2C | -26 | 7
CC(=O)c1cc(NC(=O)c2ccc(C)cc2)c(=O)oc1/C=C/N(C)C | -16 | 20
COc1ccc2[nH]c(N=Nc3ccccc3C)c(O)c2c1 | -10 | 12
COc1ccc(C(CNC(=O)C(C)c2ccc3cc(OC)ccc3c2)N(C)C)cc1 (centres undefined) | -24 | 22
Cc1cc(NS(=O)(=O)c2ccc(NC(=O)COc3ccccc3Cl)cc2)no1 | -18 | 16
CC1C(=O)N2CCCc3cc(NS(=O)(=O)c4ccc([N+](=O)[O-])cc4)cc1c32 (centres undefined) | -22 | 36
Cc1ccc(N=C2NC(=O)/C(=C/c3cn(C)c4ccccc34)S2)cc1C | 10 | 14
CC(C)(C)NC(=O)NC(=O)COC(=O)CNC(=O)c1cccc(F)c1 | -9 | 7
OC1(c2ccc(Br)cc2)CN(c2ccccc2)C2=[N+]1CCS2 (centres undefined) | -29 | 9
CCn1c(CC(=O)Nc2ccc(OC)cc2)nnc1SCC(=O)N1CCOCC1 | -9 | 3
Cc1cc(C)n2nc(C(=O)Nc3c(C)nn(Cc4ccc(F)cc4)c3C)cc2n1 | -22 | -85
Cc1ccc(NC(=O)c2ccc(OC(=O)CCN3C(=O)c4ccccc4C3=O)cc2)cc1 | -29 | 15
COc1cc(CN2CCN(c3cccc(Cl)c3)CC2)cc(OC)c1OC | -19 | 6
CC(NC(=O)CNC(=O)c1cccs1)c1cccc(C(F)(F)F)c1 (centres undefined) | -2 | 7
CCOC(=O)c1nc(Nc2ccc(C(=O)O)cc2)c2ccccc2n1 | -4 | 32
CCCC[N+](CC#Cc1ccccc1)(CCCC)CCCS(=O)(=O)[O-] | -5 | 11
CCSc1nsc(NC(=O)Nc2cccc(C(C)=O)c2)n1 | 37 | 84*
COc1ccc(NCC(=O)N/N=C/C=C\c2ccccc2)cc1 | -3 | 27
O=C(NCc1nc2ccccc2[nH]1)C1=C[C@H](c2ccc3c(c2)OCO3)C[C@H](OCCCCO)O1 | -29 | 9
CCOC(=O)N1CCN(C(=O)C2CCC(=O)N(Cc3ccc(Cl)cc3)C2)CC1 (centres undefined) | 3 | 10
COc1ccc(C(C)(C)C)cc1NC(=O)c1ccc[n+]([O-])c1 | -11 | 20

4 records picked at random from those above:
SMILES | OX1R antag-1 | OX1R antag-2
CCOC(=O)c1nc(Nc2ccc(C(=O)O)cc2)c2ccccc2n1 | -4 | 32
CCn1c(CC(=O)Nc2ccc(OC)cc2)nnc1SCC(=O)N1CCOCC1 | -9 | 3
COC(=O)c1ccc2c(c1)c(C#Cc1ccccc1)c(-c1ccccc1)n2C | -26 | 7
COc1ccc2[nH]c(N=Nc3ccccc3C)c(O)c2c1 | -10 | 12

Next part:
SMILES | OX1R antag-1 | OX1R antag-2
Cc1ccc(N2C(=O)CC(Sc3ncn[nH]3)C2=O)cc1C (centres undefined) | -32 | 16
CCCn1c(O)c(N=NC(=O)CNC(=O)/C=C/c2ccc(OC)cc2)c2ccccc21 | -20 | 8
C=CCCN(C(C(=O)OC)C(C)C)S(=O)(=O)c1ccccc1Br (centres undefined) | -17 | 27
CNC(=O)COc1coc(CN2CCN(c3ccccc3)CC2)cc1=O | 0 | 0
CC(=O)Nc1cc(C(=O)NCc2ccco2)ccc1Sc1ccc(F)cc1 | -12 | 4
COc1ccc(NC(=O)c2ccc3c(c2)OCO3)cc1[N+](=O)[O-] | -12 | 23
C/C(=N\Nc1nc2ccccc2[nH]1)c1ccc2c(c1)OCCO2 | -34 | 15
C=CCOc1ccc(C2C(C(=O)c3cccs3)=C(O)C(=O)N2c2nnc(C)s2)cc1 (centres undefined) | -13 | -5
Cc1ccc(CNC(=O)CSc2n[nH]c(N)n2)cc1 | -17 | 8
NC(=O)c1cc([N+](=O)[O-])c(Cl)cc1NCc1cccnc1 | 6 | 38
COc1ccccc1NS(=O)(=O)c1cc(NC(=O)c2[nH]c(C)c(C(C)=O)c2C)ccc1N1CCOCC1 | -11 | 20
CCC(c1nnc(SCC(=O)NC2CCCCC2)n1Cc1ccccc1)N(C)C (centres undefined) | -30 | 15
Cc1cccc(OCCCC(=O)Nc2ccc(N3CCCCC3)cc2)c1 | -7 | 4
CCC(CC)C(=O)Nc1c2c(nn1-c1ccc(F)cc1)CS(=O)(=O)C2 | -2 | 8
COc1cccc(NC(=O)N2CCC(NC(=O)C(Cc3ccccc3F)NC(C)=O)CC2)c1 (centres undefined) | -1 | 5
COC(=O)c1ccc(NC(=O)N2CCCC(C(=O)c3ccccc3OC)C2)cc1 (centres undefined) | -2 | 26
CCOC(=O)c1cnn(-c2ccccc2)c1NC(=O)CN1CCCCC1 | -21 | 6
O=C(N/N=C/c1ccc(Br)cc1)c1cc[n+](Cc2ccccc2)cc1 | -4 | 63
COc1cc([N+](=O)[O-])ccc1NC(=O)NCCCN1CCCC1=O | 0 | 26
COC(=O)N/N=C/c1ccc(/C=N/NC(=O)OC)cc1 | -2 | 49
Cc1nn(-c2ccc(F)cc2)c(C)c1/C=C/C(=O)N1CCNC(=O)C1 | -3 | 33
CC(C)NC(=O)c1ccc(CNC(=O)OCC(F)(F)F)cc1 | -6 | 12
Cc1noc2ncnc(Oc3cc(Cl)ccc3Cl)c12 | -6 | 1
COC(=O)[C@@H]1C[C@@]2(O)[C@H](O)[C@H](O)[C@H](O)C[C@H]2N1Cc1ccc(C(C)(C)C)cc1 | -8 | 12
Cc1ccc(NC(=O)C(=O)NCCCN2CCCC2=O)cc1 | -4 | 13
COc1cccc(C(=O)NNC(=O)c2cccc(F)c2)c1 | -15 | -11
CC(=O)OC(C(=O)NC1CCCCC1)c1cccc(F)c1 (centres undefined) | -10 | 16
NC(=O)NC(c1ccccc1)c1cccc2ccccc12 (centres undefined) | -14 | 2
CCOC(=O)c1cc(CC)sc1NC(=O)Cc1ccsc1 | -31 | 19
CC(C)OC(=O)CC1C(=O)NCCN1C(=S)NC(=O)c1cccs1 (centres undefined) | 18 | 6
O=C(NCC(c1ccco1)N1CCCCC1)C(c1ccccc1)c1ccccc1 (centres undefined) | -26 | 8
CC(C)(C)n1ncc2c(=O)n(CC(=O)NCc3ccccc3Cl)cnc21 | -8 | 11
CN(C)c1nc(Nn2cnnc2)nc(N(C)C)n1 | 5 | 9
Cc1cc(C)c2sc(N(CCCN(C)C)C(=O)c3ccc(S(=O)(=O)N4CCCc5ccccc54)cc3)nc2c1 | -15 | 17
CCCc1nnc(NC(=O)CC(C)c2ccccc2)s1 (centres undefined) | -33 | 2
O=C(CSc1ccc2nnc(-c3ccccn3)n2n1)NCc1ccc2c(c1)OCO2 | -26 | 11
COc1ccc(C(=O)c2c[nH]c(C(=O)NCCCN3CCOCC3)c2)cc1 | -12 | 8
CCOC(=O)Cc1csc(SCC(=O)NC2CCCC(C)C2C)n1 (centres undefined) | -13 | 3
CCOC(=O)N1CCC(N2CCCC(C(=O)c3cccc(OC)c3)C2)CC1 (centres undefined) | -31 | 7
CSc1ccccc1C(=O)Nc1cccc(C)c1 | -1 | 17
O=c1c(-c2ccc(Oc3ccccc3)cc2)[n+]([O-])c2ccccc2n1OCc1ccccn1 | -29 | 17
Cc1c(Nc2ccc(C=O)cc2)c(=O)n(-c2ccccc2)n1C | -13 | 13
COc1ccc(/C(C)=N/NC(=O)CNC(=O)c2cccnc2)cc1OC | -15 | 2
CC(C)CC(=O)NNC(=O)c1ccc(Cl)cc1 | -4 | 5
COc1ccc(N(C(=O)c2ccco2)C(C(=O)NC2CCCC2)c2ccc(N(C)C)cc2)cc1OC (centres undefined) | -19 | 16
CCCCCCn1nc(C(=O)OCC(=O)NC2CCS(=O)(=O)C2)c2ccccc2c1=O (centres undefined) | -15 | 20
CN1CCN(c2ccc(S(=O)(=O)N3CCOCC3)cc2)CC1 | -8 | 12
COc1cc(NC(=O)CCS(=O)(=O)c2ccc3c(c2)oc(=O)n3C)cc(OC)c1 | -15 | 18
Cc1c(C)c2c(OCC(=O)N3CCC(C(=O)O)CC3)cc3c(c2oc1=O)CCC(C)(C)O3 | 1 | 31
Cn1c(=O)oc2ccc(C(=O)CSc3nnnn3-c3ccccc3)cc21 | -2 | 11
COc1ccc(NC(=O)COC(=O)C2CCN(S(=O)(=O)c3cccs3)CC2)cc1 | -14 | 8
COc1ccccc1CNc1ncnc2cc(OC)c(OC)cc12 | -19 | 13
COCCCNC(=O)CC(NS(=O)(=O)c1ccc(C)cc1)c1ccco1 (centres undefined) | -17 | 21
CC[C@H](C)[C@@H](C(=O)N1CCNCC1)n1cc([C@@H](N)Cc2ccc(O)cc2)nn1 | 4 | 24
OC(COc1ccc(Br)cc1)CN1CCCC1 (centres undefined) | 2 | 16
Fc1ccc(CNc2nc(-c3ccco3)cc(C(F)(F)F)n2)cc1 | -16 | 1
CC1(C)Cc2nc3oc4c(SCC(N)=O)ncnc4c3cc2CO1 | -19 | 17
COc1ccc(-n2c(C)c(C(C)=O)c3cc(OCC(N)=O)ccc32)cc1 | -15 | 2
Oc1ccc(-c2[nH]ncc2-c2cnn(-c3ccccc3)c2)c(O)c1 | -1 | 12
Cc1ccc(S(=O)(=O)N2CCCCC2)cc1NC(=O)CCOc1ccccc1 | -16 | 14

Further results follow.
SMILES | OX1R antag-1 | OX1R antag-2
O=C(Nc1ccc(S(=O)(=O)N2CCOCC2)cc1)c1ccc([N+](=O)[O-])o1 | 4 | 63
CCOCCCNC(C(=O)Nc1ccc(OC)c(Cl)c1)c1ccccc1 (centres undefined) | -33 | 23
COc1cc(OC)cc(C(=O)Nc2c(C)nn(-c3ccccc3)c2C)c1 | -18 | 9
Cn1nnnc1SCc1ccc(C(=O)Nc2ccccc2F)cc1 | -24 | 26
Cc1nnc(-c2ccc(N3CCOCC3)c([N+](=O)[O-])c2)o1 | -4 | 20
O=S(=O)(c1cc(Cl)ccc1Cl)N1CCN(c2ccccn2)CC1 | -30 | 14
CCS(=O)(=O)N1CCCC(C(=O)NC2CCC(C)CC2)C1 (centres undefined) | -11 | 11

Structural class, the compounds so far with fluorine.
SMILES | OX1R antag-1 | OX1R antag-2
Cc1ccc(C2(C(F)(F)F)N=C3Sc4cc(C)cc(C)c4N3C(=O)N2)cc1 (centres undefined) | -20 | 22
Nc1ncnc(Nc2c(F)cccc2F)n1 | -15 | 2
CC(C)(C)NC(=O)NC(=O)COC(=O)CNC(=O)c1cccc(F)c1 | -9 | 7
Cc1cc(C)n2nc(C(=O)Nc3c(C)nn(Cc4ccc(F)cc4)c3C)cc2n1 | -22 | -85
CC(NC(=O)CNC(=O)c1cccs1)c1cccc(C(F)(F)F)c1 (centres undefined) | -2 | 7
CC(=O)Nc1cc(C(=O)NCc2ccco2)ccc1Sc1ccc(F)cc1 | -12 | 4
CCC(CC)C(=O)Nc1c2c(nn1-c1ccc(F)cc1)CS(=O)(=O)C2 | -2 | 8
COc1cccc(NC(=O)N2CCC(NC(=O)C(Cc3ccccc3F)NC(C)=O)CC2)c1 (centres undefined) | -1 | 5
Cc1nn(-c2ccc(F)cc2)c(C)c1/C=C/C(=O)N1CCNC(=O)C1 | -3 | 33
CC(C)NC(=O)c1ccc(CNC(=O)OCC(F)(F)F)cc1 | -6 | 12
COc1cccc(C(=O)NNC(=O)c2cccc(F)c2)c1 | -15 | -11
CC(=O)OC(C(=O)NC1CCCCC1)c1cccc(F)c1 (centres undefined) | -10 | 16
Fc1ccc(CNc2nc(-c3ccco3)cc(C(F)(F)F)n2)cc1 | -16 | 1
Cn1nnnc1SCc1ccc(C(=O)Nc2ccccc2F)cc1 | -24 | 26
